EPAC2 antagonist = qHTS for Antagonist of cAMP-regulated guanine nucleotide exchange factor 2 (EPAC2): primary screen; Rap guanine nucleotide exchange factor 4 (Homo sapiens), Q8WZA2; EPAC2 GEF exchange of Rap1B-BODIPY-GDP, fluorescence; Potency, µM (highest dose often 114 µM), inactives show at the highest dose activity, negative = inhibition, actives largely listed as inhibitors; hit rate 0.18% among 360,000; note: % is set by controls: 0 for no effect and ±100 for the full control effect; nearly all actives have a fitted effect of over 45% in size; many of its hits are not listed in these tables
Target sequence (Q8WZA2 whole entry, looked up): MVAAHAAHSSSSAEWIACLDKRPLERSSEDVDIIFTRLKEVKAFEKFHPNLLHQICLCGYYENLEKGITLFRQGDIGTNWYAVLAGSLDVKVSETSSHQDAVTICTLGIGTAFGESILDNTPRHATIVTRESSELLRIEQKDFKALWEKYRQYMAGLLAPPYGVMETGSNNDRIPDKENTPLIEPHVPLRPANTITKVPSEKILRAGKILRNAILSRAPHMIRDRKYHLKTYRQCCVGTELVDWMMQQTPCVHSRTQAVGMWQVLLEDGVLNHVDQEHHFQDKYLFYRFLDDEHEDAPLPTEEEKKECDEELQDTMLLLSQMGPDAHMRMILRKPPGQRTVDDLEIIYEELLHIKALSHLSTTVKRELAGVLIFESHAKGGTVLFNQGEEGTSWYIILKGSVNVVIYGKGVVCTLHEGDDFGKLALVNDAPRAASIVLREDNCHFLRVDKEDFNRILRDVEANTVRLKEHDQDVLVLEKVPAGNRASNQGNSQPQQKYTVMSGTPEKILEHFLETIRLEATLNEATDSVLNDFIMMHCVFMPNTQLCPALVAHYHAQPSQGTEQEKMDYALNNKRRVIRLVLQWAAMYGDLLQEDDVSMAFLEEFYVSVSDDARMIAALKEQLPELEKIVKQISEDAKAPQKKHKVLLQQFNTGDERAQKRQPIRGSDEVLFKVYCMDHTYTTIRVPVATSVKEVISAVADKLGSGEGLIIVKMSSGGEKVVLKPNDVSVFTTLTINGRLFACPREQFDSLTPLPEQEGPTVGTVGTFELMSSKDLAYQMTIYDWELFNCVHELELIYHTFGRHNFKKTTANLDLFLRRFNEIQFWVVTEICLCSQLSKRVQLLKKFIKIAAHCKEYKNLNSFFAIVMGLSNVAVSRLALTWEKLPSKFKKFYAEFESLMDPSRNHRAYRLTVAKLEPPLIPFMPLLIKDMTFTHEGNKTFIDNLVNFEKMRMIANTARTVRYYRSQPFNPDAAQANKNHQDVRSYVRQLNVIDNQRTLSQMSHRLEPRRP
TGFb SMAD3 inh = qHTS for Inhibitors of TGF-b; HepG2 CAGA-GFP TGF-b/SMAD3 reporter, GFP fluorescence, 18 h; TGF-beta stimulated, 500 pg/mL final; Potency, µM (highest dose often 46.1 µM), for the others: at the highest dose activity, negative = inhibition, most hits filed as inhibitors; hit rate 1.2% among 410,000; note: % is set by controls: 0 for no effect and ±100 for the full control effect; nearly all actives have a fitted effect of over 65% in size
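HEPG2 CAGA-GFP reporter cells (1000/well, DMEM with 1% FBS) received compounds, then recombinant TGF-beta at 500 pg/mL final for 18 hours at 37 degrees C. Per-cell GFP summed per well was normalised to unstimulated and stimulated DMSO controls before curve fitting.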
Nrf2 ARE act = qHTS of Nrf2 Activators | AID 624171, 2012 | hit rate 0.31% among 410,000 | Potency, µM (doses to about 46.1 µM), inactives show top-dose activation, hits mostly activators | AREc32 ARE-luciferase reporter (MCF7-derived line), luminescence, 24 h; note: % of control where 0% means no effect; nearly all actives have a fitted effect of over 65% in size
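ARE activation measured as luciferase luminescence (Steady-Glo, 30 min RT) in AREc32_Fluc cells after 24 hr compound exposure at 37 deg C, 5% CO2; cells seeded overnight at 1000/well in OPTI-MEM, 5% FBS.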
HepG2 viability = qHTS for Inhibitors of TGF-b: Cytotox Counterscreen. HepG2 CAGA-GFP viability, ATP luminescence, 18 h. Potency, µM (doses to about 46.1 µM), for inactives: top-dose activity change, negative = cytotoxicity, actives largely listed as cytotoxic. hit rate 0.76% among 410,000. AID 588856, 2011; note: some results filed as inactive show a strong effect at the top dose
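HepG2 CAGA-GFP cells (1000/well, DMEM with 1% FBS) received compound, then TGF-beta at 500 pg/mL final, and were incubated 18 hours at 37 degrees C. Viability was read by CellTiter-Glo luminescence. Media-only wells were set as complete cell-killing and DMSO as no toxicity.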
S2 tox = Viability Counterscreen for Primary qHTS for Inhibitors of ATXN expression; Potency, µM (titrated, usually from 56.7 µM), most hits filed as cytotoxic; S2 cells (HEK-293 line with an ATXN2-luciferase reporter) viability, CellTiter-Fluor protease fluorescence, 24 h; hit rate 0.49% among 400,000; note: nearly all actives have a fitted effect of over 40% in size
A549 tox = Nrf2 qHTS screen for inhibitors: counterscreen for cytotoxicity; A549 ARE-Fluc cells, CellTiter-Fluor viability, 18-24 h; Potency, µM (highest dose often 46 µM), for the others: at the highest dose activity change, negative = cytotoxicity, hits mostly inhibitors; hit rate 0.16% among 390,000; AID 504648, 2011; note: % is set by controls: 0 for no effect and ±100 for the full control effect
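A549 ARE_Fluc cells in 5% FBS OPTI-MEM were exposed to compounds in concentration-response for 18-24 h at 37 deg C. Viability was read by CellTiter-Fluor fluorescence (Ex 405/Em 525) after 30 min, before the luciferase read.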
ATXN2 expr inh = Primary qHTS for Inhibitors of ATXN expression. hit rate 0.72% among 360,000. HEK-293 ATXN2-luciferase reporter, luminescence, 24 h. AID 1745845, 2022. Potency, µM (series often up to 57 µM), inactives show top-dose activity change, negative = inhibition, actives largely listed as inhibitors; note: % is set by controls: 0 for no effect and ±100 for the full control effect; nearly all actives have a fitted effect of over 55% in size
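qHTS (up to 57 uM final) was run with 24 h compound exposure of reporter cells at 37 °C. Each well was multiplexed: SteadyGlo luminescence measured ATXN2-luciferase expression after a fluorogenic Gly-Phe-AFC viability readout (25 uM final).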
Nrf2 inh = Nrf2 qHTS screen for inhibitors | A549 ARE-Fluc reporter, luciferase luminescence, 18-24 h | Potency, µM (titrated, usually from 46 µM), without a hit: top-dose activity change, negative = inhibition, hits mostly inhibitors | hit rate 2.1% among 360,000 | AID 504444, 2011; note: % is set by controls: 0 for no effect and ±100 for the full control effect; nearly all actives have a fitted effect of over 60% in size
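Nrf2 function is reported as luminescence of an ARE-controlled luciferase in A549 cells. Compounds were tested at several concentrations, and a CellTiter-Fluor read on the same wells flagged cytotoxicity.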
MCF10A rereplic = A quantitative high throughput screen for small molecules that induce DNA re-replication in MCF 10a normal breast cells; MCF 10A DNA re-replication, Hoechst nuclear intensity, 48 h; Potency, µM (doses to about 46.1 µM), inactives show at the top dose activity, positive = re-replication, hits mostly activators; hit rate 2.9% among 350,000; note: % of control where 0% means no effect; nearly all actives have a fitted effect of over 50% in size
Active calls of the source: *; i = inactive; ? = inconclusive; . = no result given; & = joins results of further samples; [ ] = another dose, or the depositor's remark. Calls come from the whole dose curve; as a rule, active = well fitted curve in the direction sought with a large enough effect; inconclusive = small, poorly fitted or top-dose-only effect, or another doubt; inactive = no such curve, though single readings can be large; an effect the other way counts as inactive or inconclusive. Potency is the fitted concentration of half-maximal effect.

SMILES	EPAC2 antagonist	TGFb SMAD3 inh	Nrf2 ARE act	HepG2 viability	S2 tox	A549 tox	ATXN2 expr inh	Nrf2 inh	MCF10A rereplic
Nc1ncnc2c1ncn2[C@@H]1O[C@H](CNC(=O)[C@H]2CCC(=O)N2)[C@@H](O)[C@H]1O	16%	8%	-0.3%	0%	i	5%	8%	-1%	7%
CN(C)c1cccc(NC(=O)C2(C)CC2(Cl)Cl)c1 (configuration not stated)	2%	-6%	-0.3%	1%	i	-5%	-3%	2%	-1%
Clc1c(-c2ccccc2)nnn1-c1ccccc1	14%	0%	4.0%	-2%	i	0%	84%[activator]	?	0%
COC(=O)CSc1nc(C)cc(C)c1C#N	9%	13%	0.7%	7%	i	2%	5%	5%	15%
Cc1cccc(N(C)C(=O)CCS(=O)(=O)c2ccc3c(c2)oc(=O)n3C)c1	.	-31%	0.1%	-5%	i	5%	-4%	4%	.
Cc1c(C#N)c2ncnc(N)c2n1-c1ccccc1	7%	0%	0.3%	15%	i	-6%	0%	.	0%
O=C(/C=N/O)Nc1cccnc1	13%	?	2.5%	2%	i	-1%	5%	10%	-17%
COc1ccc(OC)c2c(C)c(C)[nH]c12	-18%	-12%	0.7%	6%	i	11%	.	-27%	-3%
CCOc1ccccc1NC(=O)C(CC(C)C)NS(=O)(=O)c1ccc2c(c1)oc(=O)n2C (configuration not stated)	.	-1%	0.0%	-10%	i	-8%	-5%	5%	.
CC(C)OP(=O)(c1ccc(N(C)C)cc1)C(O)c1ccccc1 (configuration not stated)	9%	-5%	1.6%	2%	i	4%	-6%	-4%	691%[0.0737 µM]
O=C(O)c1ccccc1CSc1ncccc1C(=O)O	4%	12%	-0.5%	4%	i	0%	9%	-17%	2%
CCN(C(=O)CSc1nc2scc(-c3ccccc3)c2c(=O)n1N)C1CCS(=O)(=O)C1 (configuration not stated)	12%	?	2.6%	-8%	i	2%	-14%	12%	2%
Cc1cccc(N2CCN(C(=O)c3oc(=O)c4ccccc4c3-c3ccccc3)CC2C)c1 (configuration not stated)	.	-11%	-0.6%	-38%	i	-3%	1%	-20%	.
Cc1ccc(NC(=O)OCc2cncs2)cc1	15%	2%	2.0%	-17%	i	-9%	55%[activator]	?	-3%
COc1cc(NC(=O)Nc2ccc(Cl)c(Cl)c2)c(C(=O)O)cc1OC	1%	1%	-0.4%	0%	i	0%	5%	0%	?

As entered above.
Value of `Nc1ncnc2c1ncn2[C@@H]1O[C@H](CNC(=O)[C@H]2CCC(=O)N2)[C@@H](O)[C@H]1O` under ATXN2 expr inh: 8%
Value of `Cc1cccc(N(C)C(=O)CCS(=O)(=O)c2ccc3c(c2)oc(=O)n3C)c1` under ATXN2 expr inh: -4%
Value of `COc1cc(NC(=O)Nc2ccc(Cl)c(Cl)c2)c(C(=O)O)cc1OC` under Nrf2 ARE act: -0.4%

The results go on.
SMILES	EPAC2 antagonist	TGFb SMAD3 inh	Nrf2 ARE act	HepG2 viability	S2 tox	A549 tox	ATXN2 expr inh	Nrf2 inh	MCF10A rereplic
COc1ccc(C(C)C)cc1-c1cc(C(=O)NCc2cccc(C(F)(F)F)c2)[nH]n1	-3%	?	3.7%	-27%	i	.	-6%	.	.
CCOC(=O)CN1C(=O)N[C@@H](c2cccc(C(F)(F)F)c2)C(C(=O)OC)=C1C	4%	-3%	0.4%	0%	i	1%	5%	-8%	-2%
O=C(Nc1cccc(-c2nc3ncccc3o2)c1)c1sc2cc(Cl)ccc2c1Cl	-2%	-15%	-0.3%	-77%	?	-12%[1.84 µM]	-32%	20%	2%
COc1ccccc1NC(=O)c1c(C)cc(C)nc1SCC(=O)c1ccc(Cl)cc1	.	16%	-0.1%	-4%	i	7%	3%	7%	.
CCCCCCCCCC[n+]1cccc2c3ccccc3ccc21	-9%	13µM*	-2.5%	11µM*	?	2%	0.67µM*	-12%	31%
COc1cc(/C=C2\C(=N)N3N=CSC3=NC2=O)ccc1OS(=O)(=O)c1ccccc1[N+](=O)[O-]	-3%	10%	?	-12%	i	7%	1%	?	-2%
NCCSC1CC(=O)N(Cc2ccc(F)cc2)C1=O (configuration not stated)	5%	?	0.3%	5%	i	0%	0%	3%	-2%
CCCNC(=O)[C@@H]1CCCN1C(=O)C1CCN(S(=O)(=O)c2ccc(C)cc2)CC1	1%	3%	0.0%	-2%	i	-1%	20%	2%	-2%
O=C(CSc1nc2ccccc2c(=O)n1Cc1ccc(Cl)cc1)NCc1cccs1	5%	-10%	3.8%	2%	?	3%	.	-7%	2%
O=C(c1noc2c1CCCCC2)N1CCOCC1	-24%	0%	0.2%	-4%	i	-2%	-10%	-27%	?
CNC(=S)Nc1cc2oc3ccccc3c2cc1OC	-11%	?	6.5%	-5%	i	0%	2%	15%	1%
CCOc1ccc(NC(=O)COC(=O)c2cc(C)oc2C)cc1	0%	0%	0.3%	-2%	i	13%	-6%	-21%	0%
COc1ccc(-c2cn(-c3ccc(OC)cc3)c3[n+]2-c2ccccc2CC3)cc1	5%	?	2.6%	-22%	?	-5%	?	?	0%
O=C(c1cc(S(=O)(=O)N2CCN(c3ccccc3)CC2)ccc1Cl)N1CCCCCCC1	-5%	?	0.2%	4%	?	-7%	?	21µM*	?
CCSC1=NCCN1S(=O)(=O)c1ccccc1	4%	37%	-0.4%	13%	i	-15%	.	-23%	0%
CCOC(=O)C1=CCC(c2ccc(C#N)cc2)N(S(=O)(=O)c2ccc(C)cc2)C1 (configuration not stated)	3%	-26%	-0.2%	-10%	i	.	-22%	.	.
COc1ccc(-c2oc3ncn4nc(-c5ccccc5Cl)nc4c3c2-c2ccc(OC)cc2)cc1	.	15%	-0.7%	16%	i	8%	-1%	-5%	.
CCC1CCCCN1CCCNC(=O)CN1C(=O)CSc2ccc(S(=O)(=O)N3CCOCC3)cc21 (configuration not stated)	5%	5%&-6%	-0.7%&-0.5%	8%&-6%	i	0%&11%	3%	-5%	2%
N#Cc1ccccc1S(=O)(=O)N1CCN(c2nc(-c3cccs3)nc3ccccc23)CC1	.	7%	.	3%	.	1%&-4%	.	?	.
CN1CCN(C(=O)Nc2ccc3c(c2)N(C)C(=O)c2ccccc2S3)CC1	19%	4%	-0.8%	-5%	i	-1%	-13%	-17%	0%
CCOc1ccc(NS(=O)(=O)c2ccc(C(=O)N(C)CC(=O)Nc3cccc(OC)c3)cc2)cc1	-17%	?	3.3%	-20%	i	-15%	?	-28%	?
COc1ccc(-n2nc(C(=O)NCC(=O)NCCN(C)C)c3ccccc3c2=O)c(OC)c1	-2%	-27%	-1.6%	-26%	i	1%	-16%	12%	0%
CCC(C)NCCOCCOc1ccc(F)cc1 (configuration not stated)	13%	-6%	2.9%	5%	i	11%	0%	27%	0%
Cc1ccc2c(C)c(C(=O)N(C)Cc3nccn3C)oc2c1C	1%	-2%	0.4%	-19%	i	1%	-10%	-4%	8%
CCCn1c(C)cc(C(=O)COC(=O)c2nccnc2N)c1C	-5%	8%	-1.9%	6%	i	1%	-28%	?	-1%
O=C(NCSc1ccccc1)c1ccccc1	-4%	4%	0.0%	-20%	i	-2%	14%	?	-21%
CCc1ccc(-c2nc(CS(=O)CC(=O)NCCc3ccccc3)c(C)o2)cc1 (configuration not stated)	-4%	3%	0.3%	-2%	i	-10%	14%	?	0%
O=c1c2c(-c3ccco3)csc2nc(SCc2cn3cccnc3n2)n1-c1ccccc1	7%	0%	2.6%	13%	i	-8%	-14%	?	-19%
Cc1cccc(Cn2cc(C(=O)Nc3ccc(S(N)(=O)=O)cc3)ccc2=O)c1	.	9%	-0.3%	-21%	i	-7%	10%	.	.
CSc1ccc2nnc(-c3ccc(C)cc3)n2n1	.	5%	.	-2%	.	-16%	.	-21%	.

A section from the list above, as a working copy:
SMILES	EPAC2 antagonist	TGFb SMAD3 inh	Nrf2 ARE act	HepG2 viability	S2 tox	A549 tox	ATXN2 expr inh	Nrf2 inh	MCF10A rereplic
CCOC(=O)C1=CCC(c2ccc(C#N)cc2)N(S(=O)(=O)c2ccc(C)cc2)C1 (configuration not stated)	3%	-26%	-0.2%	-10%	i	.	-22%	.	.
COc1ccc(-c2oc3ncn4nc(-c5ccccc5Cl)nc4c3c2-c2ccc(OC)cc2)cc1	.	15%	-0.7%	16%	i	8%	-1%	-5%	.

The list continues.
SMILES	EPAC2 antagonist	TGFb SMAD3 inh	Nrf2 ARE act	HepG2 viability	S2 tox	A549 tox	ATXN2 expr inh	Nrf2 inh	MCF10A rereplic
CC1CCCC(C)N1/N=C/c1ccc(O)cc1 (configuration not stated)	1%	0%	0.5%	0%	i	5%	-10%	-8%	5%
CSCCC(NC(=O)C1CCC(C)CC1)C(=O)OCC(=O)c1ccc(Cl)cc1 (configuration not stated)	-3%	-3%	-0.2%	1%	i	10%	-17%	3%	3%
COc1ccc(Nc2nnc(-c3ccc(C)c(S(N)(=O)=O)c3)c3ccccc23)cc1	.	?	0.1%	16%	i	-10%	-9%	?	.
CCn1c(C(=O)O)c(CC(=O)Nc2ccccc2OC)c2ccccc21	-4%	6%	-0.9%	5%	i	1%	-7%	-2%	-10%
CC(C(=O)NCCN1CCOCC1)(c1ccccc1)c1ccccc1	2%	0%	-0.6%	-26%	i	-3%	18%	9%	-1%
O=C(CC1C(=O)NCCN1Cc1ccoc1)NCCc1ccc(Cl)cc1 (configuration not stated)	4%	-1%	0.2%[9.22 µM]	-4%	i	4%	1%	-23%	-13%
CN1CCN(C(=S)c2ccc(Cl)cc2)CC1	7%	1%	0.4%	2%	i	2%	0%	10%	-3%
OC1(c2ccc(F)cc2)CSC(=Nc2cccnc2)N1Cc1ccco1 (configuration not stated)	?	-2%	2.8%	-3%	i	-8%	-27%	-23%	12%[9.22 µM]
CSc1nsc(SC)c1C(=O)N1CCN(S(=O)(=O)c2ccc(C)cc2)C1C(C)C (configuration not stated)	6%	13%	1.7%	2%	i	-4%	0%	.	4%
COc1ccc(/C=C/C(=O)Nc2ccc(OC)nc2)cc1	20%	1%	4.0%	-24%	?	2%	-12%	?	0%
C/C(=N\NC(=O)c1cccc(S(=O)(=O)Nc2ccccc2Cl)c1)c1ccc(-n2ccnc2)cc1	-8%	-3%	1.0%	-28%	i	-13%	21%	?	17%

Source: PubChem

Some of the compounds tested (hit frequency here may not be typical).
